Screening results from PubChem BioAssay.
IL-1B inflam inh: blocks inflammasome-driven IL-1 beta release; 360,000 tested, 4.7% active; THP-1 LPS/ATP IL-1B secretion, AlphaLISA, 16 h; hits give low values; activity change, % at 57.5 µM; in the data active = activity change below about -50%; inconclusive = mostly about -30% to -49%; also: % is scaled to controls: 0 for no effect and ±100 for the full control effect
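Secreted IL-1B measured by AlphaLISA bead assay after 16 h compound exposure of THP-1 cells; compounds (final up to 57.5 uM) added 1 h before LPS (250 ng/mL) and ATP (1.25 mM) stimulation; lower signal means less secretion.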
KB-3-1 tox: KB-3-1 parental cell cytotoxicity | KB-3-1 viability, CellTiter-Glo ATP luminescence, 72 h | 400,000 tested, 1.4% active | Potency, µM (titrated, usually from 46.1 µM), for inactives: top-dose activity change, negative = cytotoxic, actives largely listed as cytotoxic | AID 1347075; also: potency is read from the fitted curve at half-maximal effect; % is scaled to controls: 0 for no effect and ±100 for the full control effect; nearly all actives have a fitted effect of over 60% in size
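Parental KB-3-1 adenocarcinoma cells in phenol-red-free DMEM with 10% FBS were pin-treated with compounds at several concentrations, incubated 72 h at 37 °C, and viability read by CellTiter-Glo luminescence; concentration-effect curves were fitted after normalization.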
GLP-1R agonist: GLP-1 receptor (human) agonism. P43220. HEK293 GLP-1R CRE-luciferase, luminescence, 4-6 h; cells express a hypersensitive GLP-1R form. Potency, µM (series often up to 45.6 µM), without a hit: at the highest dose activation, usual class: activators. 380,000 tested, 0.007% active; also: potency is read from the fitted curve at half-maximal effect; % of control where 0% means no effect
Target sequence (P43220 whole entry, looked up): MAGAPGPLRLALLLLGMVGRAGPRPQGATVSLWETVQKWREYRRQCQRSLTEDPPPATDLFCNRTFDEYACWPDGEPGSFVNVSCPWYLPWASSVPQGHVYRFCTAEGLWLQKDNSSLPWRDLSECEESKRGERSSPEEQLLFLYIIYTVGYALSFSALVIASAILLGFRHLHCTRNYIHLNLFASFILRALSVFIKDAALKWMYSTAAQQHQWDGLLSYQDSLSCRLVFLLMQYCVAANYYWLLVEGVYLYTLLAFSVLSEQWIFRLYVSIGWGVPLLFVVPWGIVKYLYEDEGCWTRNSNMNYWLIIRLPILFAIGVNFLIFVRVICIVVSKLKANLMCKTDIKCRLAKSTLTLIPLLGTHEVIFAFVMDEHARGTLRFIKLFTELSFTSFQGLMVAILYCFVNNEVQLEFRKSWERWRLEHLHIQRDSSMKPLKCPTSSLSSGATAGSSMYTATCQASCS
DRD3 agonist: agonists of human D3 dopamine receptor; P35462; D3R DiscoveRx beta-arrestin cells, luminescence, 90 min; max activation, %; 410,000 tested, 0.58% active; in the data active = max activation above about 30%; also: 0% is about no effect; mostly tested at two doses, the higher about 12 µM
Target sequence (P35462 whole entry, looked up): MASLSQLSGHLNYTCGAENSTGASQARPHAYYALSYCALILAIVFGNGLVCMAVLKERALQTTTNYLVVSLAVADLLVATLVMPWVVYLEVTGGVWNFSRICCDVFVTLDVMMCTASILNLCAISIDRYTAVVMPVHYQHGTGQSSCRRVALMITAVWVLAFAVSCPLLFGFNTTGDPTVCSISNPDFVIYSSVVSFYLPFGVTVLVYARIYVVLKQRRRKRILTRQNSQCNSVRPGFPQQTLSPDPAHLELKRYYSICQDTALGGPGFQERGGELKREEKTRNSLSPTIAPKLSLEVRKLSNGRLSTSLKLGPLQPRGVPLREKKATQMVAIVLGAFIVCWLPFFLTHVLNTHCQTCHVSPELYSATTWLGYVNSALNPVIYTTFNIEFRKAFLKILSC
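Agonist mode: compounds and dopamine controls were applied to plated cells for 90 min at 37 degrees C after an overnight attachment at 1500 cells/well. Luminescent read-out followed 30 - 60 minutes at room temperature with DiscoveRx detection reagent.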
SW480 rereplic: DNA re-replication induction in SW480 cells; 340,000 tested, 1.8% active; Potency, µM (titrated, usually from 46.1 µM), without a hit: at the highest dose re-replication activation, hits mostly activators; SW480 DNA re-replication, Hoechst DNA content imaging, 48 h; also: potency is read from the fitted curve at half-maximal effect; % of control where 0% means no effect; nearly all actives have a fitted effect of over 55% in size
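First, 250 cells per well were seeded. Next, compound or vehicle (23 nL) was pinned in, plates sat 48 hr at 37 C. Finally Hoechst was added for 40 min before fluorescence scanning.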
DRD3 antagonist: antagonists of human D3 dopamine receptor; D3R cells, DiscoveRx beta-arrestin luminescence, antagonist mode; hits give low values; AID 652054; P35462; max response, negative = inhibition, %; 360,000 tested, 2.5% active; in the data active = max response below about -50%; inconclusive = no clear call, values can overlap the other calls; also: % is scaled to controls: 0 for no effect and ±100 for the full control effect; mostly tested at two doses, the higher about 12 µM
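Cells plated overnight at 1500 cells/well, then exposed to library compounds with dopamine controls for 90 minutes at 37 degrees C. DiscoveRx reagent added for 30–60 minutes at room temperature; luminescence read, quantitative HTS format.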
HT1080NT lethal: kills 2HG-producing HT-1080-NT fibrosarcoma cells; Potency, µM (doses to about 46.1 µM), inactives show at the highest dose activity, negative = less viability, hits mostly cytotoxic; AID 686970; 360,000 tested, 1.6% active; HT-1080-NT fibrosarcoma viability, CellTiter-Glo ATP luminescence, 48 h;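 also: NT is the 2HG producing partner of a matched IDH1 knockdown line; potency is read from the fitted curve at half-maximal effect; 0% = DMSO-treated cells and -100% = media-only wells without cells; nearly all actives have a fitted effect of over 55% in size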
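A 48-hour cytotoxicity screen used HT-1080-NT cells plated 2 hours before compound delivery. ATP-based CellTiter-Glo luminescence measured viability, normalized to DMSO and no-cell controls.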
KB-V1 cytotox: KB-V1 MDR subline cytotoxicity. KB-V1 MDR cells viability, CellTiter-Glo, 72 h. Potency, µM (titrated, usually from 46.1 µM), inactives show top-dose activity change, negative = cytotoxicity, hits mostly cytotoxic. 400,000 tested, 3.4% active; also: potency is read from the fitted curve at half-maximal effect; % is scaled to controls: 0 for no effect and ±100 for the full control effect; nearly all actives have a fitted effect of over 60% in size
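Luminescent ATP read-out (CellTiter-Glo, 10 min) measures survival of drug-selected KB-V1 MDR cells after 72 h, 37 degrees C compound exposure. Medium: phenol-red-free DMEM, 10% FBS. Values from fitted concentration-response curves.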
HT1080 IDH1KD tx: toxicity to HT-1080 IDH1 knockdown cells (counter line); HT-1080 IDH1 knockdown viability, ATP luminescence, 48 h; Potency, µM (top dose mostly 46.1 µM), for the others: at the highest dose activity, negative = toxicity, hits mostly cytotoxic; 360,000 tested, 2% active;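 also: potency is read from the fitted curve at half-maximal effect; 0% = DMSO wells and -100% = cell-free medium wells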
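In this qHTS, HT-1080 cells depleted of IDH1 are exposed for 48 h at 37 °C to compound titrations. Toxicity is scored from CellTiter-Glo luminescence, with DMSO as full viability and medium alone as none.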
Numbers without * were called inactive; ? = inconclusive; . = no result given; [ ] = remark or other dose. Unless noted, calls follow the shape of the dose curve; as a rule, active = well fitted curve in the direction sought with a large enough effect; inconclusive = small, poorly fitted or top-dose-only effect, or another doubt; inactive = no such curve, though single readings can be large; an effect the other way counts as inactive or inconclusive.

1: CCc1cc(-c2nnn(CCC3COCCO3)c2CC)cc(CC)c1-c1cn(Cc2ccccc2)nn1 (configuration not stated)
2: CCc1ccc(-c2cc(C)no2)cc1S(=O)(=O)N1CCCN(Cc2ccc(F)cc2)C1
3: O=C(NCc1cccs1)c1noc2c1CCCCC2
4: C[N+]1(CC2COC3(CCCCC3)O2)CCCC1 (configuration not stated)
5: CCOC(=O)C1CCN(Cc2cc(C(C)(C)C)c(O)c(C(C)(C)C)c2)CC1
6: CN(Cc1ccccc1)c1nc2nonc2nc1N1CCCC(CN2CCCC2=O)C1 (configuration not stated)
7: Cc1ccc(-c2nnc(SCCC(=O)N3CCOCC3)o2)cc1
8: CCCCN(CC)CCCNC(=O)c1ccc(CS(=O)(=O)c2c(Cl)cccc2Cl)o1

assay / entry	1	2	3	4	5	6	7	8
IL-1B inflam inh	18	-52*	-1	10	?	-19	-7	-78*
KB-3-1 tox	?	?	-2%	24%	-5%	-7%	6%	-1%
GLP-1R agonist	9%	-5%	18%	-4%	10%	-2%	14%	-1%
DRD3 agonist	-2	-9	-6	-15	-12	6	1	-11
SW480 rereplic	.	?	?	-13%	-11%[1.84 µM]	-15%	9%	1%
DRD3 antagonist	0	-17	-8	10	?	-8	3	10
HT1080NT lethal	3%	23µM*	?	3%	7%	-6%	0%	0%
KB-V1 cytotox	?	?	?	0%	0%	?	10%	-8%
HT1080 IDH1KD tx	-5%	?	?	0%	1%	-4%	0%	-9%

9: COc1ccccc1NC(=O)c1ccc2c(c1)C(=O)N(Cc1ccco1)C2=O
10: CC(C)NC(=O)COC(=O)Cn1[nH]c(=O)c2ccccc2c1=O
11: CCOc1ccc(N(C)C(=O)CCc2nnc3ccc(NCc4ccco4)nn23)cc1
12: C=CCOc1ccc(/C=N/NC(=O)CN(c2cc(Cl)ccc2OC)S(=O)(=O)c2ccc(C)c([N+](=O)[O-])c2)cc1
13: Cc1cc2ccccc2c(=O)n1CC(=O)NC1CCCCCC1
14: CCCN1Cc2cccc(C(=O)NC(C)c3cccs3)c2C1=O (configuration not stated)
15: COc1cc(C(C)=O)ccc1OCC(=O)NCC1(N2CCCCC2)CCCCC1
16: O=C(CCc1c[nH]c2ccccc12)NCc1ccco1

assay / entry	9	10	11	12	13	14	15	16
IL-1B inflam inh	6	-2	28	0	0	-17	-4	-2
KB-3-1 tox	-1%	7%	-4%	7%	-7%	18%	5%	21%
GLP-1R agonist	-1%	7%	4%	0%	-1%	33%	-5%	7%
DRD3 agonist	11	1	2	8	2	2	0	8
SW480 rereplic	61%	-28%	4%	?	0%	-1%	2%	-1%
DRD3 antagonist	17	8	-7	-9	1	19	18	0
HT1080NT lethal	7%	11%	-3%	-2%	13%	-14%	12%	2%
KB-V1 cytotox	-4%	8%	0%	9%	-10%	-23%	23%	?
HT1080 IDH1KD tx	6%	5%	6%	-1%	10%	-1%	0%	1%

Quoted at random: five compounds from above, in no set order.
12: C=CCOc1ccc(/C=N/NC(=O)CN(c2cc(Cl)ccc2OC)S(=O)(=O)c2ccc(C)c([N+](=O)[O-])c2)cc1
9: COc1ccccc1NC(=O)c1ccc2c(c1)C(=O)N(Cc1ccco1)C2=O
13: Cc1cc2ccccc2c(=O)n1CC(=O)NC1CCCCCC1
10: CC(C)NC(=O)COC(=O)Cn1[nH]c(=O)c2ccccc2c1=O
16: O=C(CCc1c[nH]c2ccccc12)NCc1ccco1

assay / entry	12	9	13	10	16
IL-1B inflam inh	0	6	0	-2	-2
KB-3-1 tox	7%	-1%	-7%	7%	21%
GLP-1R agonist	0%	-1%	-1%	7%	7%
DRD3 agonist	8	11	2	1	8
SW480 rereplic	?	61%	0%	-28%	-1%
DRD3 antagonist	-9	17	1	8	0
HT1080NT lethal	-2%	7%	13%	11%	2%
KB-V1 cytotox	9%	-4%	-10%	8%	?
HT1080 IDH1KD tx	-1%	6%	10%	5%	1%

New compounds follow
17: O=C(c1ccc(Cl)c(S(=O)(=O)Nc2ccc(F)cc2)c1)N1CCN(c2ccccn2)CC1
18: CC(C)(c1ccccc1)c1ccc(OCCN)cc1
19: O=C(NC(=S)Nc1ncccn1)c1ccc(F)cc1
20: CSCCC(NC(=O)c1ccccc1)C(=O)N1CCN(C(C)=O)CC1 (configuration not stated)
21: CN(C)c1nccc(NCc2ccccc2)c1C#N
22: O=C(Nc1ccc(N2CCN(C(=O)c3ccco3)CC2)cc1)c1ccc2c(c1)OCO2
23: Cc1ccc(-c2nc(C3CCN(S(=O)(=O)c4ccc(C(C)(C)C)cc4)CC3)no2)cc1
24: O=[N+]([O-])c1cc(S(=O)(=O)Nc2cccc(Cl)c2)ccc1N=Nc1c(O)[nH]c2ccccc12

assay / entry	17	18	19	20	21	22	23	24
IL-1B inflam inh	-3	-94*	-14	9	-15	-28	0	-7
KB-3-1 tox	?	?	?	-4%	3%	5.8µM*	19%	?
GLP-1R agonist	5%	-1%	11%	-15%	31%	2%	11%	6%
DRD3 agonist	38*	-12	-3	1	-11	-2	1	-7
SW480 rereplic	17%	9%	-7%	-5%	11%	?	-5%	-4%
DRD3 antagonist	33	-28	-7	18	-9	-2	23	-10
HT1080NT lethal	-12%[9.24 µM]	?	23%	5%	0%	-17%	3%	13%
KB-V1 cytotox	?	?	13%	-14%	-17%	-7%	24%	0%
HT1080 IDH1KD tx	?	?	7%	0%	-1%	?	8%	?

25: O=S(=O)(c1ccccc1)N1CCN=C1SCc1ccccc1Cl
26: CCc1ccc(N2CC(C(=O)Nc3ccc(S(=O)(=O)NCC4CCCO4)cc3)CC2=O)cc1 (configuration not stated)
27: Cc1ccc(C)c(NC(=O)CN(C)C(=O)c2ccccc2OCc2c(C)noc2C)c1
28: O=C(NCc1ccccc1)c1ccc(NS(=O)(=O)c2cccs2)cc1
29: COc1ccc(OCc2nnc(SCC(N)=O)n2-c2ccccc2OC)cc1
30: O=C(O)c1cccc(-c2nc3ccccc3[nH]2)c1
31: CCOC(=O)c1c(C)n(C)c2ccc(OCC(O)CN(CC)CC)cc12 (configuration not stated)
32: COc1ccc(NC(=O)CCC(=O)N/N=C/c2ccncc2)cc1

assay / entry	25	26	27	28	29	30	31	32
IL-1B inflam inh	20	-3	-7	-19	0	11	-20	13
KB-3-1 tox	-9%	6%	-14%	0%	2%	-11%	0%	4%
GLP-1R agonist	19%	-4%	0%	3%	1%	-30%[inhibitor]	-5%	2%
DRD3 agonist	-2	7	-5	-7	17	-4	-9	0
SW480 rereplic	7%	-1%	5%	-1%	-3%	0%	?	-29%
DRD3 antagonist	16	2	-24	?	-23	-3	-54*	12
HT1080NT lethal	-16%	3%	1%	1%	17%	-3%	-7%	5%
KB-V1 cytotox	-17%	25%	4%	0%	?	-29%	?	-5%
HT1080 IDH1KD tx	2%	-3%	-1%	7%	2%	-15%	-10%	1%

33: CC(C(=O)NCC(=O)Nc1ccc(F)c(F)c1F)N1CCN(c2ccc(O)cc2)CC1 (configuration not stated)
34: Cc1ccc(C)c(OCC(O)CN2CCCCC2C)c1 (configuration not stated)
35: O=C(O)Cn1cc(/C=c2/sc3nc4ccccc4n3c2=O)c2ccccc21
36: COc1ccc(C(=O)N/N=C/c2cc(Br)ccc2O)cc1OC
37: COC(=O)Nc1nn(Cc2ccccc2F)cc1Br
38: CN(C)C(CNS(=O)(=O)c1ccc(Br)cc1)c1cccnc1 (configuration not stated)
39: O=C(COC(=O)c1cc(S(=O)(=O)N2CCCCC2)ccc1Cl)NC1CCS(=O)(=O)C1 (configuration not stated)
40: O=C(c1cc(C(=O)NCCc2ccccc2)c(=O)n(CCc2ccccc2)c1)c1cc(Cl)ccc1O

assay / entry	33	34	35	36	37	38	39	40
IL-1B inflam inh	27	17	28	124	25	13	-3	0
KB-3-1 tox	?	0%	2%	?	11%	-10%	11%	?
GLP-1R agonist	-4%	-15%	0%	0%	-9%	-6%	-3%	-5%
DRD3 agonist	-2	-11	-2	0	0	0	6	21
SW480 rereplic	3%	-4%	-2%	?	-4%	6%	-9%	8%
DRD3 antagonist	13	10	-3	-11	15	-2	7	61
HT1080NT lethal	?	-11%	15%	?	-4%[9.24 µM]	6%	1%	-15%
KB-V1 cytotox	0%	-11%	0%	21µM*	11%	?	12%	2.3µM*
HT1080 IDH1KD tx	?	1%	16%	?	-18%	-1%	4%	?

41: CCn1c(CNC(=O)c2ccc(Cl)cc2)nnc1SCC(=O)NC1=NCCS1
42: Cc1c(NC(=O)CSc2nnc(-c3ccncc3)o2)c(=O)n(-c2ccccc2)n1C
43: COc1ccc(CC(=O)c2ccc(OC3OC(CO)C(O)C(O)C3O)cc2O)cc1 (configuration not stated)
44: Cc1nn(C)c(Cl)c1CN1CCC(Oc2ccc(C(=O)N3CCCC3)cc2)CC1

assay / entry	41	42	43	44
IL-1B inflam inh	15	-4	-10	3
KB-3-1 tox	7%	0%	-1%	-6%
GLP-1R agonist	-2%	-2%	0%	0%
DRD3 agonist	-4	3	5	17
SW480 rereplic	0%	3%	-14%	-4%
DRD3 antagonist	-16	2	7	3
HT1080NT lethal	7%	-3%	15%	4%
KB-V1 cytotox	-6%	6%	?	-22%
HT1080 IDH1KD tx	6%	6%	21%	3%
